Cav3 T inh – inhibitors of human Cav3.2 T-type calcium channel; Cav3.2-expressing cells, Fluo-4 calcium fluorescence FDSS; hits give low values; B-score at 10 µM; hit rate 4% among 100,000; AID 449739;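 active = single-dose well whose peak fluorescence ratio is a statistical outlier from its plate by either plate-standardised score or position-corrected B-score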
Target sequence (O95180 whole entry, looked up): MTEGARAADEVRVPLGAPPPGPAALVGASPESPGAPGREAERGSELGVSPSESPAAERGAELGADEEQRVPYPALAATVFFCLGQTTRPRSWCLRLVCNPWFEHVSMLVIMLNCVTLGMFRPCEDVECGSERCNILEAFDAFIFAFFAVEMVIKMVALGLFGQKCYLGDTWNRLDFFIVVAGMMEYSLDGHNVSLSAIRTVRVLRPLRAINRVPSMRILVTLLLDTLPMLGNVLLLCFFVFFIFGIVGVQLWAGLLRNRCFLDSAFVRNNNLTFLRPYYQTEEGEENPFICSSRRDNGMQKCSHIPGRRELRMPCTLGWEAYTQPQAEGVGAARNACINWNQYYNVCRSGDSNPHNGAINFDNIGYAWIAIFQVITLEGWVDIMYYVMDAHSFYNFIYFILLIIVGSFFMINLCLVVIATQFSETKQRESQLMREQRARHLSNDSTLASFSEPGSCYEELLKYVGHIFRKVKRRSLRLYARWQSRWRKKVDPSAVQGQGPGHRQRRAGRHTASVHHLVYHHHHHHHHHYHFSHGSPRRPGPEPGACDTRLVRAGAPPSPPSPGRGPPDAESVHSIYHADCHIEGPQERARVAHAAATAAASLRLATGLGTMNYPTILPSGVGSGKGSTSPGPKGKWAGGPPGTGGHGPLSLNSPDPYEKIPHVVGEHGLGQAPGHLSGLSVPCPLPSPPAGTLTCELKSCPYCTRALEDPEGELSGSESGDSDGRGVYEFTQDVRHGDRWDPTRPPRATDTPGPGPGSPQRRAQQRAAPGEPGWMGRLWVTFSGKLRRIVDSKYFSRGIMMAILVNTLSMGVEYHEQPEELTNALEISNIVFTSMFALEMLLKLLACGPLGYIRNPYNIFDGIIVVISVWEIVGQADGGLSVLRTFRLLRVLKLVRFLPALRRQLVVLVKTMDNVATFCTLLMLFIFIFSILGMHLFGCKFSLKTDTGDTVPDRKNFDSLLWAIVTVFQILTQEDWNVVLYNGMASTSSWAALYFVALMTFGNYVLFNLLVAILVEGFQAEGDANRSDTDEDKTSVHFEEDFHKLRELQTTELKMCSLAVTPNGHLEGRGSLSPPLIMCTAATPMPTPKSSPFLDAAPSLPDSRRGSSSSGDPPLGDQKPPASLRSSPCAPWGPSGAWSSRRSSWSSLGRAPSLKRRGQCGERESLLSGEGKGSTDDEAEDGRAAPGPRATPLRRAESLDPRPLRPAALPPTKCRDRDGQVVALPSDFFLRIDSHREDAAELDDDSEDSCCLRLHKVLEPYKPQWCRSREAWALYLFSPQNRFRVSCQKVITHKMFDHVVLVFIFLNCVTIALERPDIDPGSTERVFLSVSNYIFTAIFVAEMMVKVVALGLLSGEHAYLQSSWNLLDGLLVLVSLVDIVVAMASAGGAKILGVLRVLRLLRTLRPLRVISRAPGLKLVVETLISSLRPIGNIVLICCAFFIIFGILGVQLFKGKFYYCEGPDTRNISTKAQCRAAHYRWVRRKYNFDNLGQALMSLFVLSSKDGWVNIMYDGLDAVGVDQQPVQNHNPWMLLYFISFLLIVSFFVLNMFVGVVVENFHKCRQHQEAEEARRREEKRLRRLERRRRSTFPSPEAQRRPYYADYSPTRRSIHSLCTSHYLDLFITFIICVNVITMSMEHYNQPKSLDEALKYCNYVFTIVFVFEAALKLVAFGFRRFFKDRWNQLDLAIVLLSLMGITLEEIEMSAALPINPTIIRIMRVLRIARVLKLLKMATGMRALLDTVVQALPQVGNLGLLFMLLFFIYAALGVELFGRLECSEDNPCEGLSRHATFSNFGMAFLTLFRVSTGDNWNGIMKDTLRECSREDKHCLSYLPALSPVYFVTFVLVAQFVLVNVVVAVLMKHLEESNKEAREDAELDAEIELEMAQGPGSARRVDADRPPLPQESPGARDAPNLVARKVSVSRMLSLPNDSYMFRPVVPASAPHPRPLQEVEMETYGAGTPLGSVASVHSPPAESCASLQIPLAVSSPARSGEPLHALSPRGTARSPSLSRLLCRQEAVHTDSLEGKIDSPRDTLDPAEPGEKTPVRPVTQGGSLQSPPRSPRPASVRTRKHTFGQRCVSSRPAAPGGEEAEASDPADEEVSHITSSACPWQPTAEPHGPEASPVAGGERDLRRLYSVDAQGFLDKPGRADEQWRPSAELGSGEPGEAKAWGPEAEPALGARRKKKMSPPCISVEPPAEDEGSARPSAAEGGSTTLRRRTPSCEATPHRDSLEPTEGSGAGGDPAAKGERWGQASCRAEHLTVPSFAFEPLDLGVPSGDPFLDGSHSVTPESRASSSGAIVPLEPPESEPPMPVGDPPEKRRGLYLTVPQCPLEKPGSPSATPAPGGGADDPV
* = called active by the depositor. A portion of the library, so the mix of outcomes need not match the whole.

The first 21 records (preview)
SMILES | Cav3 T inh
Cc1ccnc(SCC(=O)Nc2sc3c(c2C#N)CCCC3)n1 | 1.2
CCCCOc1ccc(/C(O)=C2/C(=O)C(=O)N(CCCOC)C2c2ccncc2)cc1C (stereo not given) | 1.3
CCOC(=O)CSc1nc(C)c2cc(OC)ccc2n1 | 0.13
CCCCn1c(SCC(N)=O)nnc1-c1ccco1 | 1
CC[C@H]1CC2CN3CCc4c([nH]c5c([C@H]6C[C@H]7[C@H](CC)CN(C)[C@@H](Cc8c6[nH]c6ccccc86)[C@H]7C(=O)OC)c(OC)ccc45)C(C(=O)OC)(C2)C13 | -3.8*
COc1ccc(-c2nc(C#N)c(N3CCN(c4cccc(Cl)c4)CC3)o2)cc1OC | 0.074
CCCCCn1c(=O)[nH]c2cc(C(=O)NCCc3ccc(OC)c(OC)c3)ccc2c1=O | -1
CC1(C)N=C(c2ccc(Cl)cc2Cl)C(=O)N1 | -1
CN(C)CCOc1ncnc2c1oc1ccccc12 | 0.066
CC(=O)NC(c1ccco1)c1ccc2cccnc2c1O (stereo not given) | 0.61
Fc1ccccc1Cn1nnc2c(-n3ccnc3)ncnc21 | 0.74
COc1cc2nc(SCc3ccc(C(F)(F)F)cc3)n(Cc3cccs3)c(=N)c2cc1OC | 0.29
O=C(CN1CCOCC1)Nc1ccc(-c2nc3ccccc3[nH]2)cc1 | 1.1
COC(=O)c1ccc(NC(=O)CN(c2ccc(OC)cc2)S(C)(=O)=O)cc1 | -0.22
COc1ccc(C2=CC(=O)CC(c3ccc(F)cc3)C2)cn1 (stereo not given) | -1.1
CCOC(=O)CSC1=NC(=O)/C(=C\c2ccc(Cl)cc2)S1 | 0.3
COc1cc(C(=O)Nc2ccccn2)cc(OC)c1OC | -0.34
COc1ccc(N2CCN(c3oc(COc4ccccc4Cl)nc3C#N)CC2)cc1 | -2.3
CCOC(=O)Cc1csc(NC(=O)CCc2ccc(S(=O)(=O)N3CCOCC3)cc2)n1 | 1
Cc1ccc(NC(=O)CS(=O)(=O)c2cn(C)c3ccccc23)c(C)c1 | 0.14
COc1cc2c(cc1NC(C)=O)CCCC2 | 0.073

The whole of this part, from the first entry:
SMILES | Cav3 T inh
Cc1ccnc(SCC(=O)Nc2sc3c(c2C#N)CCCC3)n1 | 1.2
CCCCOc1ccc(/C(O)=C2/C(=O)C(=O)N(CCCOC)C2c2ccncc2)cc1C (stereo not given) | 1.3
CCOC(=O)CSc1nc(C)c2cc(OC)ccc2n1 | 0.13
CCCCn1c(SCC(N)=O)nnc1-c1ccco1 | 1
CC[C@H]1CC2CN3CCc4c([nH]c5c([C@H]6C[C@H]7[C@H](CC)CN(C)[C@@H](Cc8c6[nH]c6ccccc86)[C@H]7C(=O)OC)c(OC)ccc45)C(C(=O)OC)(C2)C13 | -3.8*
COc1ccc(-c2nc(C#N)c(N3CCN(c4cccc(Cl)c4)CC3)o2)cc1OC | 0.074
CCCCCn1c(=O)[nH]c2cc(C(=O)NCCc3ccc(OC)c(OC)c3)ccc2c1=O | -1
CC1(C)N=C(c2ccc(Cl)cc2Cl)C(=O)N1 | -1
CN(C)CCOc1ncnc2c1oc1ccccc12 | 0.066
CC(=O)NC(c1ccco1)c1ccc2cccnc2c1O (stereo not given) | 0.61
Fc1ccccc1Cn1nnc2c(-n3ccnc3)ncnc21 | 0.74
COc1cc2nc(SCc3ccc(C(F)(F)F)cc3)n(Cc3cccs3)c(=N)c2cc1OC | 0.29
O=C(CN1CCOCC1)Nc1ccc(-c2nc3ccccc3[nH]2)cc1 | 1.1
COC(=O)c1ccc(NC(=O)CN(c2ccc(OC)cc2)S(C)(=O)=O)cc1 | -0.22
COc1ccc(C2=CC(=O)CC(c3ccc(F)cc3)C2)cn1 (stereo not given) | -1.1
CCOC(=O)CSC1=NC(=O)/C(=C\c2ccc(Cl)cc2)S1 | 0.3
COc1cc(C(=O)Nc2ccccn2)cc(OC)c1OC | -0.34
COc1ccc(N2CCN(c3oc(COc4ccccc4Cl)nc3C#N)CC2)cc1 | -2.3
CCOC(=O)Cc1csc(NC(=O)CCc2ccc(S(=O)(=O)N3CCOCC3)cc2)n1 | 1
Cc1ccc(NC(=O)CS(=O)(=O)c2cn(C)c3ccccc23)c(C)c1 | 0.14
COc1cc2c(cc1NC(C)=O)CCCC2 | 0.073
CCCC1C(c2ccccc2)C(C#N)(C#N)C2(C#N)CC1(N)NC2=O (stereo not given) | -2.1
COc1cc(C(=O)Nc2nc(N)n(-c3ccccc3)n2)cc(OC)c1OC | 0.18
Clc1ccc(NCc2nncn2-c2ccccc2)cc1 | 0.095
CCOCCCNC(=O)c1ccc(OC(C)=O)cc1 | 0.024
CCOc1ccc(-c2nnn(CC(=O)c3ccc4c(c3)OCCO4)n2)cc1 | 0.35
CCOC(=O)c1c(N)n(C2CC(C)(C)NC(C)(C)C2)c2nc3ccccc3nc12 | -0.32
O=C1NC2(CCCC2)N=C1c1ccc(F)cc1 | -0.28
CC1CCN(c2nc3ccccc3nc2C(C#N)C(=O)OC2CCCCC2)CC1 (stereo not given) | -1.4
Cc1cccc(C(=O)Oc2csc(=S)n2C(=O)c2cccc(C)c2)c1 | -1.6
CC(=O)c1cccc(NC(=O)CN(c2ccccc2F)S(C)(=O)=O)c1 | 0.42
O=C(Nc1nc2ccccc2n1CCOc1ccc(Cl)cc1)c1ccco1 | -1.4
O=C(CSc1nnc2scc(-c3ccccc3)n12)NCc1ccc2c(c1)OCO2 | 0.61
Cc1cc(C(F)(F)F)nc(SCC(=O)c2cccc([N+](=O)[O-])c2)n1 | -0.92
Cc1cccc(OC(=O)CN2C(=O)C3C4CCC(C4)C3C2=O)c1C (stereo not given) | 0.95
Nc1nnc(SCC(=O)c2ccccc2)s1 | 0.37
CC1=CC2=C(OC1N(C)C)c1cccc3cccc(c13)C2=O (stereo not given) | -1.3
CCOC(=O)CSc1nc2ccc(C)cc2[nH]1 | -0.047
COc1ccc(CCN2C(=O)C3CC=C(C)CC3C2=O)cc1OC (stereo not given) | 0.82
COc1ccccc1NC(=O)CSc1nnc(Cn2nnc(-c3ccccc3)n2)n1-c1ccccc1 | -7.2*
COc1ccc(SCC(=O)c2cc(C)c(OC(=S)N(C)C)c(C)c2)cc1 | -4.5*
CC(C(=O)NC1=NCCS1)N1C(=O)c2ccccc2C1=O (stereo not given) | -1
O=C(Nc1ccccc1)C1=C[C@H](c2coc3ccccc3c2=O)C[C@H](OCCCCO)O1 | 0.48
CCOc1ccccc1NC(=O)C1CC(=O)n2ncnc2N1 (stereo not given) | -0.92
CCN(CC)c1ccc2cc(C(=O)O)c(=O)oc2c1 | -1.5

Reformatted field by field: entries from further up
canonical_smiles: COc1ccc(SCC(=O)c2cc(C)c(OC(=S)N(C)C)c(C)c2)cc1
  Cav3 T inh = -4.5*
canonical_smiles: COc1ccc(CCN2C(=O)C3CC=C(C)CC3C2=O)cc1OC (stereo not given)
  Cav3 T inh = 0.82

Later entries
SMILES | Cav3 T inh
COc1ccc(N2CC(C(=O)O)CC2=O)cc1 (stereo not given) | 0.034
C=CCOC(=O)C1=C[C@@H](c2ccccc2)C[C@@H](OCc2ccc(CO)cc2)O1 | -1
Cc1cc(C)c(S(=O)(=O)c2ccccc2C)c(SCC(C)C)n1 | -0.97
O=C(Nc1ccc2c(c1)OCCO2)c1cccnc1 | 0.42
CCC(=O)Nc1ccnc(-c2cccnc2)n1 | 0.39
COc1ccccc1C(=O)Nc1ccccc1N1CCOCC1 | 0.34
COc1ccccc1N1CCN(C(=O)c2cc3c(-c4ccc(Cl)cc4)nn(C)c3s2)CC1 | -3.8
Cn1c(=O)oc2cc(S(=O)(=O)N3CCCC(C(=O)NCc4ccc5c(c4)OCO5)C3)ccc21 (stereo not given) | 0.17
CC(c1ccccc1)n1cnc2ccccc21 (stereo not given) | 0.092
Nc1nc(C(=O)N2CCOCC2)nn1S(=O)(=O)c1ccccc1 | 0.06
COCCn1nnnc1SCC(=O)c1ccccc1 | -0.24
CC(C)Oc1cccc(C(=O)Nc2ccc(CN3CCOCC3)cc2)c1 | 1.2
COC(=O)C(O)(CC(=O)Nc1ccc(Cl)cc1F)C(F)(F)F (stereo not given) | 0.68
Cc1cc(C)nc(SCC(=O)Nc2sc3c(c2C#N)CCC(C)C3)n1 (stereo not given) | -0.13
N#Cc1ccc(-c2cccnc2)nc1SCC(=O)Nc1sc2c(c1C#N)CCC2 | -0.044
Cc1cc(-c2ccccc2)n2nc(C)c(C#N)c2n1 | 0.89
COc1cc2nc(SCc3c(C)noc3C)n(CCC3=CCCCC3)c(=O)c2cc1OC | -3.8
CCOC(=O)CN1C(=O)c2ccccc2C1=O | -1.6
O=C(O)CN(c1ccccn1)S(=O)(=O)c1ccccc1 | 0.3
C#Cc1ccc([C@H]2C=C(C(=O)NCc3nc4ccccc4[nH]3)O[C@@H](OCC)[C@@H]2CCCO)cc1 | -1.4
CC(NCc1ccc2c(c1)OCO2)C(=O)NC1CCCc2ccccc21 (stereo not given) | -0.096
CCCC(OC(=O)CC1Sc2ccccc2NC1=O)C(=O)NCc1ccco1 (stereo not given) | 0.035
COc1ccc(NC(=O)N2CCCCC2)cc1 | 0.4
C#CCNC(=O)C1=C[C@@H](c2cn(C(C)=O)c3ccccc23)C[C@@H](OCc2ccc(CO)cc2)O1 | -0.59
CCC(C)[C@H](NC(=O)NCc1ccc(Cl)cc1)C(=O)OC (stereo not given in full) | 0.22
CN1C[C@@H]2C(c3ccccc3)C3(c4ccc(C#N)cc4)CC2(C3)[C@H]1c1ccccc1 (stereo not given in full) | 0.38
Cn1c(/C=N/NC(=O)c2ccccc2)nc2ccccc21 | -1.5
COc1ccccc1N1CCN(C(=O)CCc2ccc(S(=O)(=O)NC(C)C)cc2)CC1 | 0.5
S=c1[nH]nc(-c2ccco2)n1Cc1ccccc1 | 0.084
CC(C)OC(=O)c1ccc(OC(=O)c2cccnc2)cc1 | -0.38
CCOC(=O)COc1ccc(S(=O)(=O)Nc2ccc(C)cc2)cc1 | -0.94
CCc1c(C)nc2cc(-c3cc(OC)cc(OC)c3)nn2c1N1CCCC1 | -0.036
O=C1NN(c2ccc(F)c(Cl)c2)C(=O)/C1=C\c1cccc(OC(=O)c2cccs2)c1 | 0.2
COc1cc(Nc2cc(C)nc3ncnn23)cc(OC)c1OC | 0.34
N#Cc1c(NC(=O)c2ccc(Cn3cc(Br)cn3)o2)sc2c1CCCCC2 | -4.1
Nn1c(SCC(=O)Nc2ccc3c(c2)OCCO3)nnc1C(F)(F)F | -0.002
O=C(CN1CCCCC1)Nc1ccc(S(=O)(=O)N2CCCCCC2)cc1 | 0.62
CC(=O)Oc1c(Cl)cc(Cl)cc1/C=C/c1ccc2ccccc2n1 | 0.58
Cc1c(NC(=O)c2ccc(Cl)c(S(=O)(=O)N3CCOCC3)c2)c(=O)n(-c2ccccc2)n1C | 0.12
CCOC(=O)CNS(=O)(=O)c1c(C)noc1C | -0.46
COc1ccc(C2C=C(c3cccs3)Nc3nc(CCCO)nn32)cc1 (stereo not given) | -12*
CCOC(=O)CSc1nc2sc3c(c2c(=O)[nH]1)CC(C)(C)OC3 | 0.74
CC(C)N(C(=O)CSc1nnc(Cn2nnc3ccccc32)n1C)C(C)C | 0.0082
CN(c1ccccc1C(=O)N1CCN(c2ccccc2)CC1)S(C)(=O)=O | 0.54
COc1cccc(C(=O)Nc2nnc(-c3ccc(Cl)cc3)o2)c1 | -5.4*
Cc1cc(=O)n2[nH]c(=O)c(N=Nc3ccccc3)c2[nH]1 | 0.48
CCOC(=O)Cn1c(=O)oc2cc(S(=O)(=O)N(CCN(C)C)Cc3ccccc3)ccc21 | 2.9
CSc1ccccc1NC(=O)C1CC(c2ccccc2O)=NO1 (stereo not given) | -0.25
O=C(NCCN1CCCCC1)c1ccco1 | 0.28
COc1ccccc1-n1cnnc1SCC(=O)NCc1cccs1 | 0.18
COc1cccc(/C(O)=C2/C(=O)C(=O)N(Cc3ccco3)C2c2ccncc2)c1 (stereo not given) | 0.32
O=C(Nc1nc2ccccc2[nH]1)c1ccc(F)cc1 | -0.89
COc1ccc(CCNC(=O)C2CC(c3ccc(C(F)(F)F)cc3)=NO2)cc1 (stereo not given) | -2.1
CCN(CC)c1ccc(Nc2nc(N3CCOCC3)c3ccccc3n2)cc1 | -2.6
N#Cc1ccc(-c2ccccc2)nc1SCC(=O)c1cc2ccccc2oc1=O | -0.0023
O=C(Nc1ncn[nH]1)c1ccc([N+](=O)[O-])cc1[N+](=O)[O-] | 0.72
COc1cc(OC)c(OC)cc1/C=N/NC(=S)NCC1CCCO1 (stereo not given) | 0.087
CCn1c(SCC(=O)Nc2cc(NC(C)=O)ccc2OC)nnc1-c1cccnc1 | 0.12
CNc1nc(-c2ccccc2)nc(-c2ccccc2)c1C#N | -0.13
Cc1c(C(=O)OC2CCCC2)[nH]c2c1C(=O)CC(c1ccco1)C2 (stereo not given) | 0.38
O=C(Nc1ccc(N2CCCC2)cc1)C(Cl)c1ccccc1 (stereo not given) | -0.7
Cc1ccc(C(=O)Cn2c(C)cc(C)c(C#N)c2=O)cc1 | 0.44

High-throughput results deposited in PubChem by Vanderbilt High Throughput Screening Facility.
